# Assay outcomes (PubChem BioAssay)
# Lipid storage S3: qHTS Assay for Lipid Storage Modulators in Drosophila S3 Cells. Drosophila S3 cells, BODIPY lipid droplet fluorescence, 18-24 h; cells fed with added oleic acid. actives 0.64% (n = 320,000). AID 2685. lipid storage change, negative = inhibition, % at the top dose, mostly 46.1 µM; hits show Potency in µM; active = well fitted inhibition curve with a large enough effect in the signal ratio, with a control signal flat, not every such curve was filed as active; inconclusive = small, poorly fitted or top-dose-only effect, or effect the other way, or a change in a side signal; the % refers to the signal ratio
#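 Drosophila S3 cells got compounds at several concentrations plus oleic acid (400 uM solution). Laser-scanning cytometry with 488 nm excitation read lipid droplets at 500-530 nm and cells at 575-640 nm. Percent activity was relative to 20 uM Triacsin C.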
# Lipid storage S3 cell count max: further read-out of Lipid storage S3, marked with its call; cell number change, %; measured here: cell count max response;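 cells counted by Cell Tracker Red CMTPX staining in the red channel; peak over a dose series mostly up to 46.1 µM; percent activity relative to internal control wells on each plate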
# An asterisk follows results filed as active; i = inactive; ? = inconclusive; nt = no result given; [ ] = remark or other dose. % is set by controls: 0 for no effect and ±100 for the full control effect; potency is the fitted concentration of half-maximal effect.
Lipid storage S3	Lipid storage S3 cell count max	mol
?	nt	CC(NCc1ccc(S(N)(=O)=O)cc1)C(=O)Nc1cc([N+](=O)[O-])ccc1Cl (stereo not given)
?	nt	CN=C1SC(C(=O)O)CC(=O)N1C (stereo not given)
?	nt	CCOC(=O)N/N=C/C=C/c1ccccc1
?	nt	Cc1ccc(NC(=O)COC(=O)CCc2nc3ccccc3n2-c2ccccc2)c(C)c1
i	nt	COc1ccc2c(c1)CCc1c(C(=O)N3CCOCC3)noc1-2
-5%	-6	CCc1ccccc1N(C(=O)c1cccs1)C1C=CS(=O)(=O)C1 (stereo not given)
?	nt	CCC(C(=O)NC1CCCC1)N(C(=O)Cn1nnc(-c2ccc(C)o2)n1)c1ccc(OC)c(OC)c1 (stereo not given)
?	nt	CCOc1ccccc1/C=C/C(=O)NCC(=O)N1CCC(N(C)C2CCCCC2C)CC1 (stereo not given)
15%	nt	COc1cccc(OCc2ccc(Cl)cc2)c1C#N
?	nt	OCCN1CCN(c2cc(C(F)(F)F)nc3ccccc23)CC1
4%	-14	CN(Cc1ccccc1)c1nc2c(c(=O)[nH]c(=O)n2C)n1C
i	-11	Cc1ccccc1NC(=O)CCCn1nc(C)c2c(C)n(-c3ccccc3)nc2c1=O
i	-15	COc1ccc(N2CCN(C(=O)C(CCSC)N=C3NS(=O)(=O)c4ccccc43)CC2)cc1 (stereo not given)
?	nt	Cc1ccc(NC(=S)NNC(=S)Nc2ccc(C)cc2C)cc1
?	nt	CCN(CC)C(=O)c1sc(NC(=O)c2cccnc2)c(C(=O)OC)c1C
?	nt	O=C(CCN1CCN(CCO)CC1)Nc1ccc(OCc2ccccc2)cc1
?	nt	Cc1ccc(OCc2ccc(C(=O)N3CCCC3)o2)cc1C
?	nt	COc1ccc(Nc2nc(N3CCCC3)nc(N3CCCC3)n2)c(OC)c1
?	nt	CN(C(=S)NC(=O)c1ccc(F)cc1)C1CCCCC1
i	-32	Cc1ccc(C(c2nnnn2C(C)(C)C)N(Cc2ccco2)Cc2cccs2)cc1 (stereo not given)
?	nt	O=C(COC(=O)CCOc1ccccc1)NCCc1ccccc1
?	nt	Cc1c(N2C(=O)/C(=C3/C(=O)N(C)c4ccccc43)SC2=S)c(=O)n(-c2ccccc2)n1C
?	nt	CCc1nnc(NC(=O)CSc2nc(C)cc(C)c2C#N)s1
?	nt	Cc1cc(=O)[nH]c(Nc2ccc(N(C)C)cc2)n1
?	nt	Cc1ccc(S(=O)(=O)NCCC(=O)Nc2cc(S(=O)(=O)N(C)C)ccc2C)cc1C
?	nt	Cc1cccc(S(=O)(=O)Nc2cccc3c2C(=O)c2ccccc2-3)c1
?	nt	O=C(CSc1ccccn1)c1ccc(F)cc1
0%	6	COC(=O)CSc1nc2ccc(C)cc2cc1C#N
?	nt	CCOC(=O)c1ccc2c(c1)NCc1cccc(OC)c1O2
?	nt	COC(=O)Cc1ccc(NC(=S)NCc2ccc(OC)cc2)cc1
-2%	3	Cc1ccc(/C=N/NC(=O)Cn2nc(C)c([N+](=O)[O-])c2C)o1
?	nt	COc1cc(CN2CCCC(C(=O)c3ccccc3SC)C2)cc(OC)c1 (stereo not given)
0%	22	NCCOc1ccccc1OCCN
?	nt	Cc1cc(C(=O)OC(C)C(=O)NC2CCCCC2C)c(C)o1 (stereo not given)
-17%	-8	O=C(Cn1cnc2c(nnn2-c2ccccc2)c1=O)NCc1ccc(F)cc1
14%	-7	Cn1cccc1C(=O)C(=O)Nc1ccc(Cl)cc1
?	nt	Cc1ccc2c(c1)N(S(=O)(=O)c1ccc(CN3C(=O)c4cccnc4C3=O)cc1)CCO2
?	nt	COC(=O)C1=C(C(=O)OC)[C@@H]2N(Cc3ccccc3)c3ccccc3[C@@]23C[C@@H](C(=O)OC)N(C(=O)c2ccc(Br)cc2)C3=N1
?	nt	Cc1cc(NC(=O)CSc2nnnn2-c2cc(Cl)ccc2C)no1
?	nt	O=C(OCC(=O)N1CCCC1=O)C1CCN(S(=O)(=O)c2ccc(Cl)c(C(F)(F)F)c2)CC1
?	nt	COc1cc(C(=O)Nc2ccc3c(c2)CCN3C(C)=O)cc(OC)c1OC
?	nt	CCc1nc(SCC(=O)NCCc2ccccc2)c2oc3ccccc3c2n1
-6%	-1	CC(C)(C)NCc1ccccc1OCc1cccs1
10%	9	CCc1cc(=O)oc2cc(C)cc(OCC(=O)NCCCn3ccnc3)c12
?	nt	O=C(Cc1cccs1)Nc1nc(-c2cccnc2)cs1
?	nt	Cc1ccc(-c2csc(N3CCC[C@@H]3C(=O)NCCn3c(C(F)(F)F)nc4ccccc43)n2)cc1
i	-17	CC1=CC(C)(C)N2C(=O)C3(C(C#N)=C(N)Oc4cc(C)oc(=O)c43)c3cccc1c32 (stereo not given)
-25%	nt	CN(C)/C=C(/C(=O)c1ccccc1)S(=O)(=O)c1ccc(Cl)cc1
7%	17	CCCC(=O)Nc1cc(C(=O)O)ccc1Sc1ccc(C)cc1
15%	5	CCc1ccc(S(=O)(=O)NC(=S)NC2CCCCC2)cc1

# Ordered by molar mass (falling): part of the list above
Lipid storage S3	Lipid storage S3 cell count max	mol
?	nt	CCc1nc(SCC(=O)NCCc2ccccc2)c2oc3ccccc3c2n1
?	nt	COc1ccc(Nc2nc(N3CCCC3)nc(N3CCCC3)n2)c(OC)c1
-5%	-6	CCc1ccccc1N(C(=O)c1cccs1)C1C=CS(=O)(=O)C1 (stereo not given)

# Continued:
Lipid storage S3	Lipid storage S3 cell count max	mol
i	14	Cc1ccc(/C=C2/SC(=S)N(C3CCCCC3)C2=O)o1
?	nt	CCCOc1c(Cl)cc(/C=N/O)cc1OCC
10%	15	COc1ccc(N2CCN(Cc3nc4c(c(=O)[nH]c(=O)n4C)n3CCCc3ccccc3)CC2)cc1
2%	nt	c1ccc(CCNC2=NCCCS2)cc1
?	nt	CC(=O)Nc1ccc(NC(=O)c2ccc(N(C)S(=O)(=O)c3ccc(C)cc3)cc2)cc1
14%	9	CC(=O)CCc1c(C)[nH]c2ccccc2c1=O
?	nt	O=C(OCc1ccccn1)C1CCN(C(=O)c2ccc(Cl)cc2)CC1
i	18	COc1ccc(C(=O)Nc2ccc(NC(=O)c3ccccc3OC)nc2)cc1
?	nt	CN(CCc1ccccn1)C(=S)Nc1ccc(Cl)cc1Cl
0%	17	O=C(c1cccc(-n2cccc2)c1)N1CCN(S(=O)(=O)c2c(F)cccc2F)CC1

# Record cards (already shown). Values in the order: Lipid storage S3, Lipid storage S3 cell count max
# `CC(=O)Nc1ccc(NC(=O)c2ccc(N(C)S(=O)(=O)c3ccc(C)cc3)cc2)cc1` as listed: ?, nt
# `CC(=O)CCc1c(C)[nH]c2ccccc2c1=O` as listed: 14%, 9

# New compounds follow.
Lipid storage S3	Lipid storage S3 cell count max	mol
?	nt	C[C@H](NC(=O)OC(C)(C)C)c1nnc(SCC(=O)Nc2cccc(Cl)c2)o1
?	nt	COc1ccc(OCCSc2nnc(-c3ccc(OC)cc3)n2N)cc1
?	nt	CC(C)(C)OC(=O)N1CCC[C@H]1c1nnc(SCc2ccccc2F)o1
-17%	nt	CN1CCN(CCOc2cccc(Cl)c2)CC1
?	nt	Cn1c(SCC(=O)Nc2ccc(NC(=O)c3cccc(F)c3)cc2)nnc1-c1ccncc1
?	nt	Cc1ccnc(NC(=O)C2CCN(S(=O)(=O)c3ccc4c(c3)CC(C)N4C(=O)C3CCC3)CC2)c1 (stereo not given)
4%	6	CCN(c1ccccc1)S(=O)(=O)c1cc(NC(=O)COC(=O)C2CC2)ccc1Cl
2%	0	O=C(O)C1=C[C@@H](c2csc3ccccc23)C[C@@H](OCCCCO)O1
-24%	nt	CC1(C)Cc2nc3oc4c(N5CCOCC5)ncnc4c3cc2CO1
i	14	Cc1oncc1-c1cn2ccccc2n1
?	nt	CCCCN(C(=O)COC(=O)CSc1ccc([N+](=O)[O-])cc1)c1c(N)n(CCC)c(=O)[nH]c1=O
?	nt	c1ccc(-c2cc3c(N4CCOCC4)ncnc3s2)cc1
7%	15	O=C(Nc1ccnn1C1CCN(CCCc2ccccc2)CC1)c1cccc(F)c1
2%	-10	CC(=O)OCCc1[nH]c2ccccc2c1C
0%	-1	Cc1cc(C)cc(NC(=O)COC(=O)CCCC2=NS(=O)(=O)c3ccccc3N2)c1
-2%	11	CCc1cccc(C)c1NC(=S)N(CCN(C)C)C(C)c1cccnc1 (stereo not given)
?	nt	Cc1ccc(S(=O)(=O)N(C)C)cc1NC(=O)C1CCC1
?	nt	Cc1ccc(NCC(O)C(O)C(O)CO)cc1C (stereo not given)
-2%	-30	O=C(CCCOC(=O)c1ccc(O)cc1O)c1ccccc1
?	nt	CCOc1ccc(NC(=O)N(CCCN2CCOCC2)Cc2cccnc2)cc1
?	nt	CC1CCC(NC(=O)CCS(=O)(=O)c2ccc3c(c2)CC(C)N3C(=O)C2CC2)CC1 (stereo not given)
?	nt	Cc1nnc(SCCn2c(N3CCN(C)CC3)nc3c2c(=O)[nH]c(=O)n3C)s1
?	nt	COCCOc1ccc(C(F)(F)F)cc1NC(=O)COC(=O)Cc1c[nH]c2ccccc12
?	nt	Cc1ccccc1NC(=O)C1CCCN(C(=O)Nc2ccc(F)cc2)C1 (stereo not given)
?	nt	CC(C)(O)C#Cc1ccc(C(=O)NCCc2ccc(S(N)(=O)=O)cc2)cc1
21%	-3	CC1CCc2c(sc(NC(=O)CCc3nc4ccccc4c(=O)[nH]3)c2C#N)C1 (stereo not given)
?	nt	O=C(CN1C(=O)NC(Cc2ccccc2)C1=O)Nc1ccc(F)cc1 (stereo not given)
?	nt	Cn1nnnc1Sc1ncnc2scc(-c3ccc(F)cc3)c12
5%	-8	O=C(c1ccc(Cl)c(Cl)c1)N1CCN(Cc2ccc3c(c2)OCO3)CC1
-18%	nt	Cc1ccc(C)c(CSC2=NCCN2S(=O)(=O)c2ccccc2)c1
?	nt	O=C1N=C(N2CCCC2)S/C1=C\c1cn[nH]c1-c1ccccc1
?	nt	CC(=O)NCCc1cc2ccc(C)c(C)c2[nH]c1=O
?	nt	Cc1ccc(S(=O)(=O)N2CCOCC2)cc1NC(=O)CSc1nc2ccccc2c(=O)n1Cc1ccccc1
2%	3	CCOC(=O)CSc1nc(C)cc(Oc2ccc(=O)n(C)n2)n1
1%	8	CCCC(C)C(=O)NCc1ccccc1OC (stereo not given)
?	nt	Nc1nc2ccccc2n1/N=C/c1ccc(-c2ccccc2)o1
11%	3	CCCCc1nnc(NC(=O)CCS(=O)(=O)Cc2ccccc2)s1
-10%	7	COc1ccc(C(C(=O)NC2CCCC2)N(Cc2cccnc2)C(=O)Cc2cccs2)cc1OC (stereo not given)
16%	-2	Nc1nc(SC23CC4CC(CC(C4)C2)C3)ns1
?	nt	CCCCP(=O)(CCCC)c1ccccc1C(=O)O
?	nt	Cc1noc(NS(=O)(=O)c2ccc(NC(=O)CCC3CCCC3)cc2)c1C
11%	1	NNC(=O)c1ccc(COc2ccc3c(c2)CCC3)cc1
10%	7	CCC(=O)c1cc2c(cc1NC(=O)c1ccc(C)cc1)OCCO2
?	nt	Cc1nc2n(COCCO)cnn2c(=O)c1Br
?	nt	CCc1ccc(N2CC(C(=O)OCC(=O)Nc3ccc(C(C)=O)cc3)CC2=O)cc1 (stereo not given)
?	nt	COc1ccc(NC(=O)c2nc[nH]c2C(=O)N2CCN(c3ccccc3)CC2)cc1
?	nt	O=C(c1ccc(Cl)cc1[N+](=O)[O-])N1CCN(c2ccccn2)CC1
-6%	nt	C=CCN(c1ccccc1)S(=O)(=O)c1cccc(C(=O)Nc2ncccc2C)c1
-9%	-1	CC(=O)Nc1ccc(Nc2cc(C(C)C)nc3c(-c4ccccc4)c(C)nn23)cc1
-5%	-9	CC(=O)n1nc(-c2ccc(C)cc2)nc1NCc1ccco1

# (listing goes on)
Lipid storage S3	Lipid storage S3 cell count max	mol
?	nt	COc1ccc(OCc2cc(C(=O)NC3CCOCC3)no2)c2ccccc12
?	nt	Cc1ccc(N2CC(C(=O)Nc3cccnc3)CC2=O)cc1C (stereo not given)
?	nt	CCOc1ccc(C(=O)NCc2ccc3c(c2)OCO3)cc1OCC
-4%[9.22 µM]	-2	O=C(O)c1ccc(N2C(=O)/C(=C/C=C/c3ccccc3)SC2=S)cc1
5%	nt	O=C(NC1CCC(O)CC1)c1ccc2c(c1)S(=O)(=O)N=C1CCCCCN12 (stereo not given)
6%	19	CCOC(=O)C1=C(C)N=C2SCCC(=O)N2[C@@H]1c1cccs1
?	nt	CC1=C(C)C(=O)N(CCC(=O)O)C1=O
i	nt	O=S(=O)(Nc1nnc(C(F)(F)F)s1)c1ccc(Cl)cc1
?	nt	Cc1ccc(CCNC(=O)c2nc(CS(=O)(=O)c3ccc(Cl)cc3)no2)cc1
?	nt	CC(C)NC(=S)N1CCC(Cc2ccccc2)CC1

# In another format: results already given
compound: CC(C)NC(=S)N1CCC(Cc2ccccc2)CC1
  Lipid storage S3: ?	Lipid storage S3 cell count max: nt
compound: CCOc1ccc(C(=O)NCc2ccc3c(c2)OCO3)cc1OCC
  Lipid storage S3: ?	Lipid storage S3 cell count max: nt
compound: Cc1ccc(CCNC(=O)c2nc(CS(=O)(=O)c3ccc(Cl)cc3)no2)cc1
  Lipid storage S3: ?	Lipid storage S3 cell count max: nt

# (next part)
Lipid storage S3	Lipid storage S3 cell count max	mol
0%	3	COc1ccc(S(=O)(=O)NC(C(C)C)C(C)C)cc1OC
?	nt	CCOC(=O)CN(C(=O)CSc1nnc2c(n1)[nH]c1ccc(OC)cc12)c1ccc(F)cc1
-2%	6	CCOC(=O)c1cnc2c(C)c(-c3ccccc3)[nH]n2c1=O
?	nt	Cn1c(=O)c2c(nc(CN3CCOCC3)n2CC(O)CO)n(C)c1=O (stereo not given)
28%	2	OCCC1CN(Cc2nc(-c3ccccc3)cs2)CCN1C1CCCC1 (stereo not given)

# These rows are one share of the data, so the mix of outcomes need not match the whole.
